# ATXN2 expr inh: ATXN2 expression inhibition; HEK-293 ATXN2-luciferase reporter, luminescence, 24 h; Potency, µM (highest dose often 57 µM), without a hit: top-dose activity change, negative = inhibition, actives largely listed as inhibitors; actives 0.72% (n = 360,000); AID 1745845; note: potency is the fitted concentration of half-maximal effect; % is set by controls: 0 for no effect and ±100 for the full control effect; nearly all actives have a fitted effect of over 55% in size
#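 qHTS (up to 57 uM final) was run with 24 h compound exposure of reporter cells at 37 °C. Each well was multiplexed: SteadyGlo luminescence measured ATXN2-luciferase expression after a fluorogenic Gly-Phe-AFC viability readout (25 uM final).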
# SW480 rereplic: inducers of DNA re-replication in SW480 colon cancer cells | SW480 DNA re-replication, Hoechst DNA content imaging, 48 h | Potency, µM (highest dose often 46.1 µM), without a hit: at the highest dose re-replication activation, actives largely listed as activators | actives 1.8% (n = 340,000); note: potency is the fitted concentration of half-maximal effect; % of control where 0% means no effect; nearly all actives have a fitted effect of over 55% in size
#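 Hoechst fluorescence of nuclei (405 nm excitation, 500-530 nm emission) measured by plate-scanning imager after 48 hr compound exposure at 37 C; re-replication scored as increased number of nuclei with elevated intensity.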
# HT1080NT lethal: kills 2HG-producing HT-1080-NT fibrosarcoma cells. Potency, µM (series often up to 46.1 µM), without a hit: top-dose activity, negative = less viability, most hits filed as cytotoxic. HT-1080-NT fibrosarcoma viability, CellTiter-Glo ATP luminescence, 48 h. actives 1.6% (n = 360,000);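 note: NT is the 2HG producing partner of a matched IDH1 knockdown line; potency is the fitted concentration of half-maximal effect; 0% = DMSO-treated cells and -100% = media-only wells without cells; nearly all actives have a fitted effect of over 55% in size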
#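 Compounds were tested in concentration-response format on HT-1080-NT cells for 48 hours at 37 degrees C. Cell viability came from CellTiter-Glo luminescence; curves were classified by r2, response magnitude and activity.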
# MCF10A rerep: inducers of DNA re-replication in MCF 10A breast cells; MCF 10A DNA re-replication, Hoechst nuclear intensity, 48 h; Potency, µM (series often up to 46.1 µM), without a hit: at the top dose activity, positive = re-replication, actives largely listed as activators; actives 2.9% (n = 350,000); note: potency is the fitted concentration of half-maximal effect; % of control where 0% means no effect; nearly all actives have a fitted effect of over 50% in size
# IL-1B inflam inh: blocks inflammasome-driven IL-1 beta release. THP-1 LPS/ATP IL-1B secretion, AlphaLISA, 16 h; hits give low values. activity change, % at 57.5 µM. actives 4.7% (n = 360,000). AID 743279; in the data active = activity change below about -50%; inconclusive = mostly about -30% to -49%; note: % is set by controls: 0 for no effect and ±100 for the full control effect
#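 Secreted IL-1B measured by AlphaLISA bead assay after 16 h compound exposure of THP-1 cells; compounds (final up to 57.5 uM) added 1 h before LPS (250 ng/mL) and ATP (1.25 mM) stimulation; lower signal means less secretion.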
# WRN helicase inh: WRN helicase (human) inhibition | Q14191 | WRN helicase unwinding, fluorescent forked duplex, kinetic | Potency, µM (titrated, usually from 114 µM), inactives show top-dose activity change, negative = inhibition, hits mostly inhibitors | actives 0.46% (n = 360,000) | AID 651768; note: potency is the fitted concentration of half-maximal effect; % is set by controls: 0 for no effect and ±100 for the full control effect; nearly all actives have a fitted effect of over 55% in size
#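 Fluorescence dequenching readout, ex 525 nm/em 598 nm, kinetic mode: forked duplex DNA (100 nM final) with adjacent fluorophore and quencher unwound by WRN (20 nM final) with 2 mM ATP. Compound preincubation 15 min, room temperature.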
# KB-V1 MDR tox: kills drug-selected multidrug resistant KB-V1 cells; KB-V1 MDR cells viability, CellTiter-Glo, 72 h; Potency, µM (highest dose often 46.1 µM), without a hit: top-dose activity change, negative = cytotoxicity, actives largely listed as cytotoxic; actives 3.4% (n = 400,000); note: potency is the fitted concentration of half-maximal effect; % is set by controls: 0 for no effect and ±100 for the full control effect; nearly all actives have a fitted effect of over 60% in size
#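 Potencies derive from concentration-effect curves fitted to normalized luminescence (CellTiter-Glo) of KB-V1 cells treated for 72 h at 37 degrees C in phenol-red-free DMEM containing 10% FBS.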
# KB-3-1 tox: kills parental KB-3-1 adenocarcinoma cells. KB-3-1 viability, CellTiter-Glo ATP luminescence, 72 h. Potency, µM (top dose mostly 46.1 µM), for inactives: at the top dose activity change, negative = cytotoxic, usual class: cytotoxic. actives 1.4% (n = 400,000); note: potency is the fitted concentration of half-maximal effect; % is set by controls: 0 for no effect and ±100 for the full control effect; nearly all actives have a fitted effect of over 60% in size
#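 Viability of parental KB-3-1 cells, measured by CellTiter-Glo luminescence, followed a 72 h incubation at 37 °C with pinned compounds in phenol-red-free DMEM containing 10% FBS.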
# HT1080 IDH1KD tx: toxicity to HT-1080 IDH1 knockdown cells (counter line) | HT-1080 IDH1 knockdown viability, ATP luminescence, 48 h | Potency, µM (top dose mostly 46.1 µM), for the others: at the highest dose activity, negative = toxicity, actives largely listed as cytotoxic | actives 2% (n = 360,000) | AID 686971;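 note: potency is the fitted concentration of half-maximal effect; 0% = DMSO wells and -100% = cell-free medium wells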
#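 Assay cells: HT-1080 with IDH1 knockdown, 750 per well, RPMI/5% FBS. Exposure: 48 h at 37 °C following 2 h pre-incubation. Read: CellTiter-Glo luminescence; fitted concentration-response, curve class assigned.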
# The depositor's hits bear a star; ? = inconclusive; nt = no result given; [ ] = dose if it differs, or a comment. Unless noted, calls come from the whole dose curve; as a rule, active = well fitted curve in the direction sought with a large enough effect; inconclusive = small, poorly fitted or top-dose-only effect, or another doubt; inactive = no such curve, though single readings can be large; an effect the other way counts as inactive or inconclusive.
# Order of values: ATXN2 expr inh	SW480 rereplic	HT1080NT lethal	MCF10A rerep	IL-1B inflam inh	WRN helicase inh	KB-V1 MDR tox	KB-3-1 tox	HT1080 IDH1KD tx
> CC(=O)c1ccc(N2CCN(C(=O)c3noc4c3CSc3ccccc3-4)CC2)cc1
    nt	-18%	3%	1%	7	-7%	18%	-1%	2%
> CCCCNC(=O)[C@H](CSCc1ccccc1)N1Cc2ccccc2C1=O
    -1%	-2%	-7%	-4%	5	-7%	5%	-1%	0%
> NC(=O)c1ccc(-n2nnnc2SCc2ccc(F)cc2)cc1
    -6%	-10%	-2%	-11%	-9	-2%	-7%	1%	-6%
> O=C(NCc1cccnc1)NC1(c2ccccc2)CC1
    0%	-1%	1%	-7%	14	4%	?	13%	2%
> CC(=O)Oc1ccccc1C(=O)N1CCN(S(=O)(=O)c2ccc3ccccc3c2)CC1
    nt	-12%	-9%	-20%	-6	-8%	-10%	-15%	-3%
> CC1(C)Cc2c(c(N3CCCC3)nc3sc4c(N5CCNCC5)ncnc4c23)CO1
    nt	-1%	12%	6%	?	-10%	-1%	2%	7%
> CCOC(=O)Nc1ccccc1N1C(=O)c2ccccc2C1=O
    3%	-3%	9%	0%	14	-17%	14%	-4%	13%
> Cc1ccc2oc(=O)c3cnn(CC(=O)N4CCCCC4C)c3c2c1 (stereo not given)
    11%	-3%	-5%	-4%	7	2%	?	0%	6%
> CN(C)S(=O)(=O)c1ccc(NC(=O)Cn2c(-c3ccccc3)noc2=O)cc1
    0%	?	-1%	?	?	-15%	-6%	-2%	-7%
> Cc1ccc(S(N)(=O)=O)cc1NC(=O)/C=C/c1ccc2c(c1)OCO2
    18%	-4%	5%	?	-2	-6%	-1%	-4%	6%
> CCOC(=O)c1nnn(-c2nonc2N)c1-c1ccc(Br)cc1
    1%	-3%	1%	0.65µM*	7	3%	-7%	9%	1%
> COCCNc1nc2ccccc2nc1NS(=O)(=O)c1ccc(C)cc1C
    -7%	0%[9.22 µM]	0%	19%	4	-4%	6%	5%	4%
> O=C(c1ccc2c(c1)OCO2)[C@@H]1[C@@H]2C(=O)N(C3CCCCC3)C(=O)[C@@H]2C2c3ccccc3C=CN21 (stereo not given in full)
    -14%	-3%[9.22 µM]	-11%	19%	-17	-10%	-8%	0%	0%
> Cc1cc(Br)c(S(=O)(=O)NCc2cccnc2)cc1C
    -22%	-60%[inhibitor]	-3%	0%	20	8%	-8%	-3%	-5%
> COc1cc(CCN(C(=O)c2cccc(S(C)(=O)=O)c2)C(CCc2ccccc2)c2nc3ccccc3[nH]2)cc(OC)c1 (stereo not given)
    -3%	nt	-19%	nt	?	-13%	?	-4%	-22%

# By substructure, the entries above with bromine (two)
# Order of values: ATXN2 expr inh	SW480 rereplic	HT1080NT lethal	MCF10A rerep	IL-1B inflam inh	WRN helicase inh	KB-V1 MDR tox	KB-3-1 tox	HT1080 IDH1KD tx
> CCOC(=O)c1nnn(-c2nonc2N)c1-c1ccc(Br)cc1
    1%	-3%	1%	0.65µM*	7	3%	-7%	9%	1%
> Cc1cc(Br)c(S(=O)(=O)NCc2cccnc2)cc1C
    -22%	-60%[inhibitor]	-3%	0%	20	8%	-8%	-3%	-5%

# Continued:
# Order of values: ATXN2 expr inh	SW480 rereplic	HT1080NT lethal	MCF10A rerep	IL-1B inflam inh	WRN helicase inh	KB-V1 MDR tox	KB-3-1 tox	HT1080 IDH1KD tx
> O=C1NC(=Nc2cccc(O)c2)S/C1=C\c1cccc([N+](=O)[O-])c1
    4%	-3%	?	21%	-28	-22%	18%	-5%	?
> CC(C)CC(CO)N1CCN(C(=O)c2ccc(Cl)c(Cl)c2)CCC1=O (stereo not given)
    -2%	-16%	8%	11%	-4	5%	8%	8%	13%
> Cc1nnnn1/C(=C\c1ccccc1)C(=O)OCC(=O)NC1CCCCC1
    -33%	23µM*	?	?	-103*	-10%	-5%	-26%	18µM*
> NC1=CC(=O)C(=O)c2cccnc21
    nt	nt	26µM*	nt	-60*	-5%[11.6 µM]	?	?	12µM*
> CCC(=O)N1CCc2cc(S(=O)(=O)CCC(=O)O)ccc21
    3%	-3%	8%	5%	19	0%	0%	10%	13%
> Cc1nc2ccc(N)cc2c(=O)n1Cc1ccc(Cl)cc1
    40%[activator]	11%[9.22 µM]	-3%	6%	0	-17%	-10%	?	-10%
> COc1ccc(N2CCN(C(=O)C(=O)c3cccc([N+](=O)[O-])c3)CC2)cc1
    nt	nt	20%	nt	8	4%	-11%	15%	20%
> CCOC(=O)C1=C(CSCc2ccccc2)NC(=O)NC1c1cc(C)ccc1C (stereo not given)
    ?	?	?	?	-51*	-9%	9.2µM*	-7%	?
> O=S(=O)(NC1=NCCC1)c1cccc(NS(=O)(=O)c2ccc(F)c(Cl)c2)c1
    12%	11%	6%	6%	8	2%	0%	23%	-1%
> Cc1oc(-c2cccs2)nc1CN1CCN(C(C)C)C(CCO)C1 (stereo not given)
    -9%	-7%	6%	11%	16	0%	0%	0%	20%
> Cc1cc(C)c(S(=O)(=O)c2cccc(Br)c2C)c(Cl)n1
    3%	-6%	4%	0%	-6	3%	-1%	-7%	1%
> O=C(NNC(=O)c1cccc(Cl)c1)NNC(=O)c1cccc(Cl)c1
    -5%	28%	-2%	-1%	0	-9%	-1%	0%	?
> COc1ccc(CNC(=O)C(=O)NCC2CCCN2S(=O)(=O)c2cccs2)cc1 (stereo not given)
    4%	7%	0%	1%	-3	0%	?	-24%	-11%
> CC(=O)N[C@H]1C(O)O[C@H](CO)[C@@H](O)[C@@H]1O (stereo not given in full)
    18%	-16%	?	-14%	7	3%	11%	0%	5%
> Cc1ccc2c(c1)C1CN(C)CCC1N2S(=O)(=O)c1ccc(Oc2ccc([N+](=O)[O-])cc2)cc1 (stereo not given)
    ?	?	?	?	?	-4%	?	18µM*	?

# Reprinted from the listing (3 entries):
# Order of values: ATXN2 expr inh	SW480 rereplic	HT1080NT lethal	MCF10A rerep	IL-1B inflam inh	WRN helicase inh	KB-V1 MDR tox	KB-3-1 tox	HT1080 IDH1KD tx
> COc1ccc(CNC(=O)C(=O)NCC2CCCN2S(=O)(=O)c2cccs2)cc1 (stereo not given)
    4%	7%	0%	1%	-3	0%	?	-24%	-11%
> CC(=O)N[C@H]1C(O)O[C@H](CO)[C@@H](O)[C@@H]1O (stereo not given in full)
    18%	-16%	?	-14%	7	3%	11%	0%	5%
> Cc1ccc2c(c1)C1CN(C)CCC1N2S(=O)(=O)c1ccc(Oc2ccc([N+](=O)[O-])cc2)cc1 (stereo not given)
    ?	?	?	?	?	-4%	?	18µM*	?

# Additional entries follow.
# Order of values: ATXN2 expr inh	SW480 rereplic	HT1080NT lethal	MCF10A rerep	IL-1B inflam inh	WRN helicase inh	KB-V1 MDR tox	KB-3-1 tox	HT1080 IDH1KD tx
> Cc1cccc(N(C(=O)c2ccc(Cl)cc2)C2CS(=O)(=O)CC2OC(=O)c2ccc(Cl)cc2)c1 (stereo not given)
    7%	5%	-23%	14%	0	-13%	-21%	-14%	-27%
> Cc1cc2c(cc1S(=O)(=O)Nc1cccc(F)c1)n(C)c(=O)c(=O)n2C
    -4%	-8%	7%	12%	2	-1%	4%	-2%	0%
> COc1ccc(-c2coc3cc(OC)ccc3c2=O)cc1
    71%[activator]	-5%	7%	-5%	17	11%	3%	0%	16%
> CCOC(=O)C(C(=O)OCC)C(Nc1cccc(Br)c1)c1ccccc1 (stereo not given)
    0%	?	?	?	-68*	-14%	?	?	?
> Cc1ccc(NC(=O)C(NC2CCCc3ccccc32)c2ccccc2)cc1Cl (stereo not given)
    -21%	?	-5%	1.3µM*	0	?	-22%	?	-26%
> c1ccc(Oc2ccc(-c3ccn[nH]3)cc2)cc1
    59%[activator]	4%	-3%	16%	-16	-30%	2%	10%	-20%
> Cc1cccc(-n2c(C)cc(C(=S)N3CCOCC3)c2C)c1C
    -5%	-4%	8%	7%	-21	2%	-27%	-9%	5%
> Cc1cc(C)c(NC(=O)c2cccc3c2C(=O)N(C2CCCCC2)C3)c(C)c1
    -22%	-7%	10%	?	0	-1%	?	21µM*	-3%
> COc1cccc(CNc2ccc3c(c2)nc(C)n3C)c1OC
    nt	-5%	-2%	-2%	17	4%	-26%	-3%	-2%
> CCc1nc2ccccc2c(C(=O)OCC(=O)Nc2ccc(NC(C)=O)cc2)c1C
    ?	-21%	0%	-4%	-8	-2%	-13%	5%	-17%
> Nc1c(NC=O)c(=O)n(Cc2ccccc2)c(=O)n1Cc1ccccc1
    6%	-16%	-1%	-5%	3	1%	29%	11%	12%
> Cc1c(NC(=O)c2cccc(F)c2)c(=O)n(-c2ccccc2)n1C
    5%	1%	12%	-21%	-1	8%	12%	3%	0%
> CCOC1=C2[C@@H](CN(S(=O)(=O)c3ccc(C)cc3)[C@H]2c2cccs2)[C@H]2C(=O)N(c3ccccc3)C(=O)[C@H]2C1
    11%	nt	6%	nt	19	-1%	-1%	0%	5%
> CCN(C(=O)COC(=O)c1c(C)c(-c2ccccc2)nc2ccccc12)C1CCS(=O)(=O)C1 (stereo not given)
    -26%	2%	?	3%	5	-2%	5%	-9%	?
> CCCNC(=O)C1CCN(S(=O)(=O)c2c(C)noc2/C=C\c2ccc(OC)cc2)CC1
    15%	20%	15%	36%	5	0%	27%	12%	14%
> O=c1[nH]c2cc([N+](=O)[O-])ccc2c2cc(Br)ccc12
    nt	nt	-14%	nt	25	-4%	3%	-15%	-16%
